HCV inhibitor: HCV inhibition. Huh7.5.1 HCVcc-Cre infection, luciferase reporter, 44 h. hit rate 3.4% among 340,000. Potency, µM (doses to about 41.8 µM), without a hit: top-dose activity change, negative = inhibition, usual class: inhibitors; further: potency means the concentration at half of the fitted maximal effect
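A cell-based infection assay in which seeded cells (1,000 per well) receive test compound after 4 h, are inoculated with HCVcc-Cre at approximately 0.5 moi, and are incubated 44 h before luminescence detection.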
HCMV inh: blocks human cytomegalovirus replication; HFF cells, HCMV-luciferase reporter, 72 h; stronger effect = lower value; hit rate 4.5% among 410,000; activity change, negative = inhibition, % at 57.5 µM; AID 1259415; in the data active means activity change below about -60%; inconclusive means no clear call, values can overlap the other calls; inactive means above about -39%
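After 16 h attachment at 37C, HFF cells received test compound and HCMV-luciferase (1 PFU/cell); reporter luminescence read 72 h later, data normalized against buffer-only and known inhibitor Salinomycin.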
LmPK inh: LmPK (Leishmania mexicana) enzyme inhibition; purified LmPK, Kinase-Glo ATP luminescence, 1 h; AID 1721; Q27686; hit rate 0.37% among 290,000; Potency, µM (highest dose often 57.5 µM), without a hit: top-dose activity change, negative = inhibition, hits mostly inhibitors; further: potency means the concentration at half of the fitted maximal effect
Target sequence (Q27686 whole entry, looked up): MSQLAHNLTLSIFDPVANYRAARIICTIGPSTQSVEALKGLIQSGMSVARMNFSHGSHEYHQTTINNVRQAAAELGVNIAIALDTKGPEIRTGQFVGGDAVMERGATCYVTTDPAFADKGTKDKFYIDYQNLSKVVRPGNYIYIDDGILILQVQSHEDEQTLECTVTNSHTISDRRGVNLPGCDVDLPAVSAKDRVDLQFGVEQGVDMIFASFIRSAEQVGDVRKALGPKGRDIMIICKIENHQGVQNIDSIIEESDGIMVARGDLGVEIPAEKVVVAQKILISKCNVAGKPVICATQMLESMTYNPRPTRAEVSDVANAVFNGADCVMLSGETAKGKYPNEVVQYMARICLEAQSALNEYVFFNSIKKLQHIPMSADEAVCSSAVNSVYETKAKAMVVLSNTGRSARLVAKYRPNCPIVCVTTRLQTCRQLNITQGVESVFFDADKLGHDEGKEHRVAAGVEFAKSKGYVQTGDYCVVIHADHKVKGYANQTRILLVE
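Pyruvate kinase activity monitored as ATP production (luciferase luminescence). Conditions: 0.1 nM enzyme, 0.5 mM PEP, 0.1 mM ADP, 1 h, RT; normalized against uninhibited and no-enzyme wells.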
AmpC inh detg: inhibitors of E. coli AmpC beta-lactamase with detergent. P00811. AmpC hydrolysis of nitrocefin, absorbance 480 nm, 0.01% Triton. Potency, µM (series often up to 114 µM), without a hit: at the highest dose activity change, negative = inhibition, hits mostly inhibitors. hit rate 0.041% among 370,000. AID 485294;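 further: potency means the concentration at half of the fitted maximal effect; 0% = no-compound wells and -100% = no-enzyme wells; nearly all actives have a fitted effect of over 25% in size; some results filed as inactive show a strong effect at the top dose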
Target sequence (P00811 whole entry, looked up): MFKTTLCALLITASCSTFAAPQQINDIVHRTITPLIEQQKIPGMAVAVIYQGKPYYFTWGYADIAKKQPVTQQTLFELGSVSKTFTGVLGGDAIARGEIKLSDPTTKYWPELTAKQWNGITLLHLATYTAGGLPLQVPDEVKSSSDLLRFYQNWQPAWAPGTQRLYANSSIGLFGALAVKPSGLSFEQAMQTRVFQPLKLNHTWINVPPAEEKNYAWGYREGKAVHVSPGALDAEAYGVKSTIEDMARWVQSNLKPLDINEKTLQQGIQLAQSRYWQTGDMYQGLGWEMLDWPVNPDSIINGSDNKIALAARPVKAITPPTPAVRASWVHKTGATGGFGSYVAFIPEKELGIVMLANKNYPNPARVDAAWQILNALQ
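AmpC (5.3 nM in the dispensed reagent) in 20 mM phosphate pH 7.0 with 0.01% (detergent screen) or 0.0001% Triton X-100 was preincubated with compounds for 15 min at room temperature. Nitrocefin was then added from an 800 uM solution, and hydrolysis was followed at 480 nm.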
AMA1 RON2 block: disrupts binding of P. falciparum AMA1 to RON2. AlphaScreen AMA1-biotinylated RON2 peptide binding. Potency, µM (highest dose often 58.2 µM), without a hit: at the highest dose activity change, negative = inhibition, actives largely listed as inhibitors. hit rate 0.2% among 360,000. AID 720542;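 further: potency means the concentration at half of the fitted maximal effect; 0% = vehicle wells and -100% = peptide control; nearly all actives have a fitted effect of over 45% in size; some results filed as inactive show a strong effect at the top dose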
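AMA1 (3D7) with his tag at 25 nM final met compounds first, then biotinylated RON2 peptide at 25 nM; detection used donor plus acceptor beads, 10 µg/mL apiece, read by AlphaScreen after 30 min at room temperature.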
Tb PYK inh: inhibitors of Trypanosoma brucei pyruvate kinase | TbPYK enzyme, Kinase-Glo Plus ATP luminescence, 45 min | AID 624173 | Potency, µM (titrated, usually from 76.8 µM), for the others: at the highest dose activity, negative = inhibition, actives largely listed as inhibitors | hit rate 0.12% among 410,000 | Q57TT1; further: potency means the concentration at half of the fitted maximal effect; nearly all actives have a fitted effect of over 50% in size
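T. brucei PYK with substrate was exposed to pin-transferred compounds across a concentration series, then started with 130 uM ADP (final). After 45 min at room temperature, Kinase-Glo Plus luminescence was read, normalized and curve-fitted.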
AmpC inh no detg: blocks E. coli AmpC beta-lactamase in detergent-free assay; P00811; AmpC nitrocefin hydrolysis, absorbance 480 nm, 0.0001% Triton; Potency, µM (series often up to 57.1 µM), for the others: at the top dose activity change, negative = inhibition, actives largely listed as inhibitors; hit rate 0.52% among 330,000;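 further: potency means the concentration at half of the fitted maximal effect; plate controls were no compound for no effect and no enzyme for full effect; nearly all actives have a fitted effect of over 20% in size; some results filed as inactive show a strong effect at the top dose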
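AmpC (5.3 nM in the dispensed reagent) in 20 mM phosphate pH 7.0 with 0.01% (detergent screen) or 0.0001% Triton X-100 was preincubated with compounds for 15 min at room temperature. Nitrocefin was then added from an 800 uM solution, and hydrolysis was followed at 480 nm.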
Starred values were filed as active, the others as inactive; ? = inconclusive; . = not tested or not shown; [ ] = another dose, or the depositor's remark. Unless noted, the call rests on the fitted dose curve; in most records, active means well fitted curve in the direction sought with a large enough effect; inconclusive means small, poorly fitted or top-dose-only effect, or another doubt; inactive means no such curve, though single readings can be large; an effect the other way counts as inactive or inconclusive. Unless noted, on the % scale 0 is the no-effect control and ±100 the full control effect. Outcome played no part in choosing rows; overall some 7.5% were active at least once.

Molecule	HCV inhibitor	HCMV inh	LmPK inh	AmpC inh detg	AMA1 RON2 block	Tb PYK inh	AmpC inh no detg
Cc1c(-c2ccccc2Cl)nc2ccccc2c1C(=O)O	-3%	7	-5%	-5%	-10%	3%	-20%
O=C(O)/C=C/C(=O)NCc1ccccc1	16%	12	-4%	-13%	9%	-6%	5%
CC(C)C(NC(=O)c1cccc(S(=O)(=O)N2CCOCC2)c1)C(=O)NCc1ccc(Cl)cc1 (stereo not drawn)	?	-23	.	5%	0%	-10%	1%
O=C(CSc1nnc(-c2ccccc2F)n1C1CCCCC1)Nc1cc(C(=O)O)ccc1Cl	17%	-5	.	.	3%	-17%	-23%
O=C1N(S(=O)(=O)c2ccccc2F)C(=O)C2(CCCC2)N1S(=O)(=O)c1ccccc1F	11%	57	-4%	?	8%	-8%	-19%
Cc1ccc(C)c(C(C)NC(=O)C2CCCC2)c1 (stereo not drawn)	0%	-10	1%	0%	19%	-3%	4%
COc1ccccc1OCCC(=O)Nc1ccc2c(c1)OCO2	-15%	-7	.	.	5%	0%	-23%
O=C(Oc1cccnc1)c1ccccc1[N+](=O)[O-]	2%	-32	2%	-10%	-8%	-1%	-9%
O=c1c([N+](=O)[O-])cccn1Cc1cccc(Br)c1	21%	-17	-7%	-3%	-4%	-9%	-26%
COc1ccc(OC)c(-c2csc(NC(=O)Cc3cccs3)n2)c1	?	34	4%	-11%	?	-11%	-15%
COC(=O)c1c(C(=O)OC)c2ccncn2c1Cl	7%	-18	-9%	?	7%	7%	-15%
Cn1cc([N+](=O)[O-])c(C(=O)NCc2ccco2)n1	21%	-39	3%	6%	-16%	0%	3%
Cc1cccc(NC(=O)COc2cccc3c2CCN(Cc2ccccc2)C3=O)c1C	?	-11	3%	?	2%[2.32 µM]	0%	-8%
O=C(O)c1ccccc1OCc1ccccc1Br	18%	16	2%	-16%	-8%	4%	-9%
Cc1ncc([N+](=O)[O-])n1CC(=O)Nc1ccccc1	15%	10	-2%	3%	1%	2%	-15%
OCC[n+]1c2ccccc2nc2ccc(N3CCOCC3)cc21	1%	-32	16µM*	-7%	?	-21%	-1%
CCOC(=O)Nc1ccc(N2CCOCC2)c(S(=O)(=O)N2CCOCC2)c1	.	-13	-2%	-1%	8%	-2%	0%
COc1cccc(/C=N/n2c(=S)n(C)c3ccccc32)c1OC	?	22	6%	5%	16%	.	-24%
CC(=O)c1ccc(N2CCN(C(=O)c3cc(-c4ccncc4)nc4ccc(Br)cc34)CC2)cc1	-22%	30	-3%	5%	0%	-14%	-6%
Cc1[nH]c(=O)c(C#N)c(C)c1CCC(=O)NCc1ccc(Cl)cc1	-1%	-7	3%	-9%	-5%	0%	-12%
CC(C)C(=O)Nc1ccc(C(=O)NNC(=O)NC2CCCCC2)cc1	-10%	-5	1%	-7%	0%	1%	8%
CCn1cc(CNC(=O)c2cc(COc3ccc(F)cc3Cl)on2)cn1	?	?	6%	1%	-4%	1%	-3%
Cc1nc(SCC(=O)NC(C)(C)C)c2c(-c3cccs3)csc2n1	?	?	-1%	-1%	-17%	3%	-3%
O=C(NCCS(=O)(=O)N1CCN(c2cccc(Cl)c2)CC1)C1CC1	-18%	-12	.	-13%	3%	-8%	-21%
CC(=O)CCS(=O)(=O)c1ccc(Oc2ccc(S(=O)(=O)CCC(C)=O)cc2)cc1	?	-13	3%	0%	4%	4%	1%
O=C(CN1CCCCCC1)Nc1ccc(F)c(F)c1F	-4%	17	3%	?	-8%	.	-19%
C[C@@]12CCC3[C@@](CC[C@@H]4[C@](C)(C(=O)O)CCC[C@@]34C)(C[C@H]1O)C2 (stereo partly drawn)	16%	-34	-2%	-9%	-2%	0%	-19%
O=C(CNC(=O)c1cccc(N2C(=O)c3ccccc3C2=O)c1)Nc1ccc(F)c(F)c1	18%	?	.	?	-1%	-3%	-24%
Cc1ccccc1NC1(C#N)C(=O)Nc2ccccc21 (stereo not drawn)	-17%	42	-1%	-20%	6%	-1%	-7%
O=C(NCCN1CCCCC1)c1ccc(Cn2c(SCc3cccc(F)c3)nc3cccnc32)cc1	.	?	.	15%	.	-3%	.
COc1cccc(OCc2cc(C(=O)NCc3cnc4ccccn34)no2)c1	8.9µM*	?	-1%	-1%	5%	0%	3%
O=C(Nc1ccc2c(c1)OCO2)Nc1ccccc1F	-18%	14	?	-2%	-15%	-26%	-31%
Cc1ccc(N2CCN(C(=O)NC3CCCCC3)CC2)c(C)c1	-4%	-19	2%	1%	22%	6%	20%
CN(c1ccccc1)c1nc(N)c([N+](=O)[O-])c(NCc2ccco2)n1	?	-23	0%	?	?	6%	-29%
CS(=O)(=O)N1N=C(c2ccco2)CC1c1cccc([N+](=O)[O-])c1 (stereo not drawn)	-1%	-31	9%	-8%	0%	0%	-14%
CC1(c2ccc3ccccc3c2)NC(=O)N(CC(=O)N2CCC(C(N)=O)CC2)C1=O (stereo not drawn)	28%	-1	.	?	?	3%	1%
CCC(=O)N1c2ccccc2CC1C(=O)NCc1ccc(OC(C)C)cc1 (stereo not drawn)	.	-7	.	-5%	.	2%	.
Cc1cccn2c(=O)cc(COc3cccc(NC(=O)COc4ccc(F)cc4)c3)nc12	.	-90*	.	-7%	.	5%	.
O=C(Nc1cccc2c(=O)[nH][nH]c(=O)c12)c1ccc([N+](=O)[O-])cc1	.	89	.	.	-8%	3%	.
O=C(CSc1nc2ccccc2[nH]1)c1cccs1	3%	105	-19%	?	36%[activator]	-8%	-27%
Cn1c(=O)n(CCc2ccccc2)c(=O)c2c1nc1n2CCN1c1ccc(Cl)cc1	.	-38	.	20%	.	4%	.
Cc1noc(C)c1S(=O)(=O)N1CCCC(C(=O)c2cccc(OC(C)C)c2)C1 (stereo not drawn)	-27%	73	0%	4%	7%	-20%	-4%
CC(C)CC(=O)N(Cc1ccc(F)cc1)C1CCS(=O)(=O)C1 (stereo not drawn)	13%	-29	1%	8%	9%	-1%	-3%
CCn1c(SCC(=O)Nc2ccc(C(=O)OC)cc2)nnc1-c1cccs1	?	2	3%	?	1%	4%	-19%
CCC(C)NC(=O)/C=C1\Sc2ccccc2NC1=O (stereo not drawn)	12%	0	2%	-3%	11%	-12%	-6%
CCOC(=O)Cn1cnc2c(cnn2-c2ccccc2)c1=O	-11%	23	4%	-4%	-1%	0%	-11%
CCOC(=O)Nc1ccc(OC)cc1S(=O)(=O)N1CCCCC1	5%	52	6%	-3%	5%	-1%	-25%
Cc1nc(SCC(=O)NC2CCS(=O)(=O)C2)c2c3c(sc2n1)CCCC3 (stereo not drawn)	?	-20	.	-2%	39%[activator]	-6%	-1%
CCOc1cc(C)c(C(C)C)cc1S(=O)(=O)NCc1ccccn1	4%	-21	-1%	?	28%	-1%	.
Cc1cc(-c2ccc(C(C)C)c(S(=O)(=O)N3CCC(C)CC3)c2)on1	6%	0	-4%	3%	6%	2%	33%
COc1ccc(S(=O)(=O)N2CCN(CCOc3ccc(Br)cc3)CC2)cc1OC	?	0	.	3%	-3%	0%	224%[activator]
Cc1[nH]c2ccccc2c1C(c1ccncc1)N1CCN(c2ccc(F)cc2)CC1 (stereo not drawn)	2%	20	6%	5%	-20%	5%	?
COc1ccc(Br)cc1CNc1ccc2[nH]c(=O)[nH]c2c1	?	?	2%	-7%	-17%	-24%	-9%[2.29 µM]
Cc1ccc(-c2nn(-c3ccc(F)cc3)c3c2cnc2cc(F)c(F)cc23)cc1	.	-3	.	1%	.	-3%	.
COc1ccc(CCNC(=O)CCc2ccc(S(=O)(=O)NCC(C)C)cc2)cc1OC	-19%	14	8%	4%	17%	9%	18%
CC1(C)Cc2c(sc(/N=C/N3CCCCCC3)c2C#N)C(C)(C)N1	?	-38	1%	-10%	-11%	26%	6%[11.4 µM]
O=C(Nc1cc2cccc([N+](=O)[O-])c2oc1=O)c1cccs1	12%	-3	5%	3%	17%	-25%	-44%
CC(C)c1cnc2c(c1SCc1cccc(C(F)(F)F)c1)c(=O)n(C)c(=O)n2C	.	-38	.	-1%	.	?	.
CC(C)CN1CCN(CCCc2ccccc2)C(CCO)C1 (stereo not drawn)	-20%	18	-2%	?	5%	4%	-10%
O=C(/C=C/c1ccccc1[N+](=O)[O-])c1ccc(F)cc1	-13%	14	0%	4%	-16%	-5%	-9%

The listing continues.
Molecule	HCV inhibitor	HCMV inh	LmPK inh	AmpC inh detg	AMA1 RON2 block	Tb PYK inh	AmpC inh no detg
O=C(Nc1ccncc1)c1ccc(N2CCCC2=O)cc1	-23%	-21	.	-17%	-2%	-2%	-14%
O=C(NCC1CCCO1)C(C(=O)c1ccccc1)n1cc(Cl)ccc1=O (stereo not drawn)	17%	18	1%	1%	-7%	8%	-9%
O=C(NCCN1CCOCC1)c1cc(-c2ccc(Cl)s2)nc2ccccc12	-1%	-1	-5%	-12%	-5%	3%	13%
O=C(NCc1ccco1)c1cc([N+](=O)[O-])ccc1N1CCOCC1	-1%	-26	0%	-1%	-3%	-4%	-20%
COc1cc2cc(CN(CCN3CCOCC3)C(=O)Nc3ccc(F)cc3)c(=O)[nH]c2cc1OC	21%	54	1%	1%	-2%	-4%	79%[activator]

Arranged by length of the SMILES (largest number first): some entries from above
Molecule	HCV inhibitor	HCMV inh	LmPK inh	AmpC inh detg	AMA1 RON2 block	Tb PYK inh	AmpC inh no detg
COc1cc2cc(CN(CCN3CCOCC3)C(=O)Nc3ccc(F)cc3)c(=O)[nH]c2cc1OC	21%	54	1%	1%	-2%	-4%	79%[activator]
CC(C)c1cnc2c(c1SCc1cccc(C(F)(F)F)c1)c(=O)n(C)c(=O)n2C	.	-38	.	-1%	.	?	.
O=C(NCCN1CCOCC1)c1cc(-c2ccc(Cl)s2)nc2ccccc12	-1%	-1	-5%	-12%	-5%	3%	13%
O=C(Nc1cc2cccc([N+](=O)[O-])c2oc1=O)c1cccs1	12%	-3	5%	3%	17%	-25%	-44%
O=C(/C=C/c1ccccc1[N+](=O)[O-])c1ccc(F)cc1	-13%	14	0%	4%	-16%	-5%	-9%
O=C(Nc1ccncc1)c1ccc(N2CCCC2=O)cc1	-23%	-21	.	-17%	-2%	-2%	-14%

High-throughput results from PubChem BioAssay.
